TSG101-PTAP inh: blocks PTAP/TSG101 interaction to inhibit HIV-1 budding; Potency, µM (highest dose often 115 µM), for the others: at the highest dose activity change, negative = inhibition, usual class: inhibitors; 340,000 tested, under 10 active; AID 493005; Fluorescence polarization, FITC-PTAP peptide / Tsg101 binding; Q99816; active = well fitted inhibition curve with a large enough effect in the main read-out, with a control signal flat, not every such curve was filed as active; inconclusive = small, poorly fitted or top-dose-only effect, or effect the other way, or a change in a side signal; inactive = no such curve, though single readings can be large or run the other way; note: potency is the fitted concentration of half-maximal effect; % of control where 0% means no effect
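Tsg101 binding domain (10 uM final) was mixed with compound and a FITC-labeled PTAP peptide (50 nM final) in HEPES pH 7.5 buffer with NaCl, Tween 20, EDTA and TCEP; fluorescence polarization was read after 20 min at r.t.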
USP2a block: USP2a (human) protease inhibition. Potency, µM (highest dose often 38.3 µM), for inactives: at the highest dose activity change, negative = inhibition, hits mostly inhibitors. O75604. 0.01% of 330,000 active. USP2 core, Ub-CHOP2 coupled fluorogenic reporter, 485/531. AID 463254;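 note: potency is the fitted concentration of half-maximal effect; plate controls were DMSO wells for no effect and full inhibition by NEM control for full effect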
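Deubiquitinase activity read as fluorescence (485/531 nm) after Ub-CHOP2 cleavage activates the enterokinase reporter on its substrate; USP2 core 10nM, Ub-CHOP2 and substrate 25nM each, 30min compound preincubation then 60min RT; data normalized to NEM, curves fitted.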
ELG1 DNA repair: inhibitors of ELG1-dependent DNA repair in HEK293T cells | 2.3% of 330,000 active | AID 504467 | HEK293T ELG1-luciferase reporter, luminescence, 16 h; DNA damage induced by 5-fluorouridine | Potency, µM (titrated, usually from 46.1 µM), inactives show at the top dose activity change, negative = inhibition, usual class: inhibitors; note: potency is the fitted concentration of half-maximal effect; % is set by controls: 0 for no effect and ±100 for the full control effect; nearly all actives have a fitted effect of over 55% in size
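DMSO vehicle served as the neutral condition. Each well held 2,000 cells given 5-fluorouridine plus compound; after 16 hr at 37 °C/5% CO2, ONE-Glo was added and luciferase measured 30 min later.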
TCR activator: activators of T cell receptors | Potency, µM (titrated, usually from 9.22 µM), without a hit: at the top dose activation of IL-2 secretion, actives largely listed as activators | primary human leukocytes, anti-CD3, IL-2 HTRF, 48 h | 330,000 tested, under 10 active; note: % of control where 0% means no effect
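HTRF read-out of IL-2 secretion: europium cryptate donor excited at 320nm, d2 acceptor emission at 665nm. Cells were primary human leukocytes incubated 48 hr with compounds and a-CD3 beads, supplying TCR signal only.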
Eya2 phos inh: blocks the phosphatase activity of human Eya2; 0.006% of 330,000 active; recombinant Eya2, OMFP fluorescence dephosphorylation (OMFP is methylfluorescein phosphate); Potency, µM (doses to about 76.9 µM), inactives show top-dose activity, negative = inhibition, usual class: inhibitors; O00167; AID 488837; note: potency is the fitted concentration of half-maximal effect; % is set by controls: 0 for no effect and ±100 for the full control effect
Target sequence (O00167 whole entry, looked up): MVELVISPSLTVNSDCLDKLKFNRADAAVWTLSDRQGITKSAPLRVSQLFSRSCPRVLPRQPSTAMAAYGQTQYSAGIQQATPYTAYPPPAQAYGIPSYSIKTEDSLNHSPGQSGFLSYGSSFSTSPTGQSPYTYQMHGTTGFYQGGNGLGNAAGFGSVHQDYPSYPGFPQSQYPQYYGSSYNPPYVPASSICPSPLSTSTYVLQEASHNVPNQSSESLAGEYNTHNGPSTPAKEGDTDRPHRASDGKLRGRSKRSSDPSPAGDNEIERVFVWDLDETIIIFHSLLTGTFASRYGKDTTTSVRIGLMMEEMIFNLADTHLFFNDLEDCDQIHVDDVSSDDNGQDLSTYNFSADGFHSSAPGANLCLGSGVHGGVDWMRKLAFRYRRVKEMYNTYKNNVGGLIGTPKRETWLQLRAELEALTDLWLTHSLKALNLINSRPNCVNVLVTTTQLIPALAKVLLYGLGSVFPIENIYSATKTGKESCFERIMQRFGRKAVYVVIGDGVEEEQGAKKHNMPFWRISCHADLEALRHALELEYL
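Eya2 (0.2 uM) preincubated 10 min at ambient with compound, then OMFP substrate added at 50 uM; 10 min reaction in 50 mM HEPES pH 7.5, 50 mM NaCl, 5 uM MgCl2, 0.05% BSA, 1 mM DTT. Fluorescence read at Ex 485/Em 525 nm.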
uPA surface inh: inhibitors of cell surface uPA generation; AID 540303; Potency, µM (series often up to 38.3 µM), for the others: top-dose activity change, negative = inhibition, usual class: inhibitors; cell surface uPA generation assay, qHTS; 0.31% of 330,000 active; active = well fitted inhibition curve with a large enough effect; inconclusive = small, poorly fitted or top-dose-only effect; inactive = no such curve, though single readings can be large or run the other way; tested in mouse RAW 264.7 cells; note: potency is the fitted concentration of half-maximal effect; % is set by controls: 0 for no effect and ±100 for the full control effect; nearly all actives have a fitted effect of over 55% in size
TSHR antagonist: human thyrotropin receptor antagonism; 0.2% of 330,000 active; TSHR-expressing cells, TSH-stimulated cAMP HTRF, 2 h; stronger effect = lower value; P16473; AID 504810; activity change, negative = inhibition, % at 11.5 µM;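 active = activity change below a set negative limit, meaning inhibition stronger than a set level, cut at about -70% in these data; inconclusive = activity change between two set negative limits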; note: % is set by controls: 0 for no effect and ±100 for the full control effect
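Antagonism was scored as loss of TSH-driven cAMP in TSHR cells, stimulated with 4nM TSH (EC80) for 2 hours at 37 deg C and detected by homogeneous HTRF competition immunoassay.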
Tb PFK inh: inhibitors of T. brucei phosphofructokinase; O15648; T. brucei PFK, ADP-Glo luminescence; Potency, µM (titrated, usually from 57.5 µM), for the others: at the highest dose activity, negative = inhibition, usual class: inhibitors; 0.17% of 330,000 active; AID 485367;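 note: potency is the fitted concentration of half-maximal effect; 0% = uninhibited 1x PFK enzyme wells and -100% = no-enzyme wells; nearly all actives have a fitted effect of over 60% in size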
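Luminescent ADP detection (ADP-Glo, two-step: ATP depletion then ADP-to-ATP conversion for luciferase) reported PFK activity after 45 min room-temperature reaction of 1.25 nM enzyme with 0.5 mM F6P and 0.1 mM ATP at pH 8.0.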
B2AR arrestin: beta2AR (human) beta-arrestin recruitment activity; P07550; beta-arrestin recruitment to beta2AR, cell-based reporter; Potency, µM (top dose mostly 46.1 µM), inactives show at the top dose activation, most hits filed as activators; 0.02% of 330,000 active; AID 492947;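 note: potency is the fitted concentration of half-maximal effect; 0% = DMSO controls and full agonism = EC100 isoproterenol or metaproterenol; nearly all actives have a fitted effect of over 65% in size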
Target sequence (P07550 whole entry, looked up): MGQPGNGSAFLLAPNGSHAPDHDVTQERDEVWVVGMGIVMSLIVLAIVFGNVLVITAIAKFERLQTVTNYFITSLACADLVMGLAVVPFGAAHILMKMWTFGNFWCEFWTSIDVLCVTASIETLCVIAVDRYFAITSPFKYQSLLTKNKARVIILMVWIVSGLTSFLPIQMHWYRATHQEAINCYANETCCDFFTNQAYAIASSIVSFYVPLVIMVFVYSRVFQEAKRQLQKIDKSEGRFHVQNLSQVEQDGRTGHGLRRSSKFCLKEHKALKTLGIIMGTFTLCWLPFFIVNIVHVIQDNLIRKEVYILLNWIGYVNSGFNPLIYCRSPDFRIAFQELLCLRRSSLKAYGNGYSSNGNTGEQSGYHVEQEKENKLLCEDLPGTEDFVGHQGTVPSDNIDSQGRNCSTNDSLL
Mito fusion act: inhibitors of mitochondrial division or activators of mitochondrial fusion; 0.23% of 320,000 active; S. cerevisiae fusion-defective mutant growth rescue, CellTiterGlo 48 h; Potency, µM (top dose mostly 46.1 µM), without a hit: top-dose growth rescue (activation), usual class: activators; AID 485298;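 note: potency is the fitted concentration of half-maximal effect; % of control where 0% means no effect; nearly all actives have a fitted effect of over 45% in size; temperature-sensitive fusion mutants such as fzo1-1 at 37 °C on non-fermentable ethanol glycerol medium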
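Luminescent cell viability in 1536-well qHTS format served as the measure of rescued growth in ts fusion-mutant S. cerevisiae cultured on non-fermentable YPEG for 48 hours at 37C.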
BCR signal inh: inhibitors of chronic active B-cell receptor signaling; Potency, µM (top dose mostly 46.1 µM), without a hit: top-dose ratio change, negative = lower green/red ratio, most hits filed as inhibitors; 0.05% of 340,000 active; ABC-DLBCL IkBa-CBG/CBR reporter, luminescence ratio, 4 h; active = well fitted inhibition curve with a large enough effect in the signal ratio, with a control signal flat, not every such curve was filed as active; inconclusive = small, poorly fitted or top-dose-only effect, or effect the other way, or a change in a side signal; the % refers to the signal ratio;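 note: potency is the fitted concentration of half-maximal effect; plate controls were basal doxycycline-induced cells for no effect and cells given 10 µM MG132 for full effect; MG132 reads +100%, hits lower the ratio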
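Concentration-response series (up to 46 uM) were applied to TMD8 dual-reporter cells for 4 h at 37C with doxycycline. Green/red ratio, after filter-overlap correction, defined %Activity; red signal alone was normalised to basal cells and zero luminescence.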
* marks the source's active call; other numbers are inactive results; ? = inconclusive; · = no result given; [ ] = remark or other dose. Unless noted, calls come from the whole dose curve; as a rule, active = well fitted curve in the direction sought with a large enough effect; inconclusive = small, poorly fitted or top-dose-only effect, or another doubt; inactive = no such curve, though single readings can be large; an effect the other way counts as inactive or inconclusive. Compounds were not picked by outcome; any-hit rate near 3%.

Results follow in this order: TSG101-PTAP inh, TCR activator, TSHR antagonist, ELG1 DNA repair, Mito fusion act, Eya2 phos inh, uPA surface inh, USP2a block, B2AR arrestin, Tb PFK inh, BCR signal inh
(1) c1ccc(NC2=NCCN2CCCC2CCCCC2)cc1
  -4%, 3%, 12, -1%, 8%, -6%, ?, 1%, 0.0%, 11%, -12%
(2) CC(=O)C1=C(c2ccccc2)OC(N)=C(C#N)C1c1ccccc1C (configuration not stated)
  -1%, 2%[46.1 µM], 16, 9%, 1%, 4%, -6%, 5%, 0.1%, -5%, 7%
(3) COCCCn1c(SCC(=O)Nc2ccccc2)nnc1-c1ccncc1
  -2%, 8%[46.1 µM], -1, 3%, -2%, -1%, -1%, -7%, 0.2%, -1%, -3%
(4) O=C(Nc1ccccc1Cl)c1ccc2c(=O)n3c(nc2c1)CCC3
  2%, 3%, 1, ?, 4%, 28%, -3%, 2%, 0.1%, -3%, ?
(5) Oc1ccc(/C=N/NC(=S)NCc2ccco2)cc1
  -7%, -6%, ·, -1%, -1%, 2%, 3%, 2%, -0.1%, 1%, ?
(6) CCC(=NC(CC)CO)C1=C(O)CC(C)(C)CC1=O (configuration not stated)
  -4%, ·, 7, -2%, 3%, 37%, 24%, 2%, 0.0%, -1%, ?
(7) COc1ccc(C(=O)COC(=O)c2sc(C)nc2C)cc1F
  -2%, -2%, 23, -22%, ·, 3%, -17%, 2%, -0.2%, 0%, -1%
(8) Fc1cc(F)nc(NCc2ccccc2)n1
  -5%, 8%, -7, -1%, 3%, -4%, ?, 4%, 0.0%, -2%, ?
(9) O=C(c1ccc(F)cc1)c1ccc(OCC(=O)N2CCOCC2)cc1
  -5%, -2%, ·, -11%, ·, -16%, 7%, 2%, 0.2%, -3%, -10%
(10) O=S(=O)(/N=C(/c1ccccc1)N1CCCCC1)c1ccccc1
  -8%, 3%, 1, 23%, -3%, -3%, -2%, 0%, 2.7%, 4%, 2%
(11) O=C(CSc1ccccc1)NCc1ccccc1
  2%, ·, 1, ?, 2%, 6%, 4%, 5%, 0.2%, 1%, ?
(12) Nc1nc(CSc2ccccc2)nc(N2CCCCC2)n1
  -3%, 2%, 0, ?, 4%, -10%, 0%, 2%, 0.1%, -1%, ?
(13) COc1cc(/C=N/NC(=O)CSc2n[nH]c(=O)[nH]c2=O)cc(OC)c1O
  -3%, ·, 20, 7%, -1%, -11%, 1%, 2%, 0.1%, 4%, -4%
(14) O=C(NNC(=O)C12CC3CC(CC(C3)C1)C2)c1ccccc1O
  -4%, -1%, -11, 3%, 23%, 13%, -6%, -1%, -1.1%, -12%, 2%
(15) CN(CCOc1cccc2ccccc12)Cc1ccccc1
  1%, 2%, 3, -2%, -5%, -12%, -8%, 2%, -0.2%, -5%, 7%
(16) CCOc1cc2[nH]c(=S)n(CCN3CCC(C)CC3)c(=O)c2cc1OCC
  -4%, 3%, 20, 12%, -2%, -5%, -3%, -1%, -0.1%, -2%, -26%
(17) Cc1cccc(-n2c(SCc3cc(=O)n4ccsc4n3)nc3ccccc32)c1
  -8%, 0%[46.1 µM], -7, ?, ?, -18%, 5%, -10%, 0.7%, -2%, 20%
(18) c1nc(NCC2(N3CCOCC3)CCCCC2)c2ccsc2n1
  -5%, 1%[46.1 µM], -9, ?, -2%, -21%, -1%, 1%, -1.0%, -4%, 1%
(19) Cc1ccc(S(=O)(=O)NCCc2nnc3ccc(NCCCOC(C)C)nn23)cc1
  -2%, 2%, -3, 14%, 5%, 4%, 0%, -1%, -0.5%, 0%, -11%
(20) Cc1ccc(/C=N/NC(=O)c2cccc3ccccc23)o1
  1%, 7%, 3, -18%, 9%, -28%, -3%, 4%, 0.2%, -5%, ?
(21) O=C(CSc1nc2ncc(Cl)cc2[nH]1)NCCc1ccc(F)cc1
  -5%, 14%, 13, ?, ?, -5%, -6%, -4%, -0.6%, -5%, ?
(22) C=CCn1c(NC(=O)c2ccccc2)nc2ccccc21
  1%, -5%, 5, ?, -2%, 7%, -26%, 0%, -0.5%, -10%, -1%
(23) COC(=O)C1=CN(Cc2ccc(OC)c(OC)c2)C=C(C(=O)OC)C1c1cccc(OC)c1OC
  -5%, -4%, 1, 2%, 7%, 0%, -11%, -1%, -0.3%, 0%, ?
(24) CN(C)c1ccc(/C=N/O)cc1
  -3%, -2%, -10, 23%, 4%, 14%, 3%, 2%, 0.1%, -4%, 1%
(25) Cc1cccc2cc(CNCC3CCCO3)c(Cl)nc12 (configuration not stated)
  1%, -2%, 6, 7%, -17%, -1%, 4%, 0%, 0.1%, -20%, 0%
(26) O=C(NCc1cccnc1)C1COc2ccccc2O1 (configuration not stated)
  -1%, 2%, 0, 7%, 2%, 5%, 1%, 2%, -0.6%, -1%, -1%
(27) Cc1ccc(S(=O)(=O)N2Cc3ccccc3CC2C(=O)Nn2cnnc2)cc1 (configuration not stated)
  -5%, -10%, -5, 0%, 1%, 7%[15.4 µM], 7%, 1%, -1.3%, -2%, 5%
(28) COc1cc(-c2nc3n(n2)C(c2ccc(F)cc2)C2=C(CCCC2=O)N3)cc(OC)c1OC (configuration not stated)
  -6%, 1%, -7, ?, 3%, -4%, -2%, 0%, 6.1%, 1%, -3%
(29) CCN(CC(=O)Nc1ccc(NC(C)=O)cc1)C(=O)/C=C/c1cn(-c2ccccc2)nc1-c1cccs1
  2%, -2%, -4, ?, 3%, 15%, 11%, 4%, 0.2%, -1%, -19%
(30) CCN(CC)c1ccc(C(=O)OCC(=O)N(C(C)C)C(C)C)cc1
  0%, 4%, 3, ?, -7%, -3%, 3%, 0%, -0.3%, 3%, 10%
(31) CC(=O)c1cccc(NC(=O)c2ccc(Br)o2)c1
  -9%, -2%, -1, ?, -5%, -2%, ·, 0%, 0.3%, 1%, ?
(32) Cc1cc2cc(CNC(=O)c3ccc(S(=O)(=O)N4CCCC4)cc3)ccc2n1C
  -1%, 12%, -2, -17%, 1%, -6%, -8%, -2%, -0.3%, -4%, 15%
(33) CC(C)NCc1c(O)c(Br)cc2oc3c(c12)CCCC3
  0%, 2%, -2, -2%, 1%, -22%, 6%, 2%, 0.1%, 0%, 11%
(34) CC(C)=CCCC1=CCC2C(=O)NNC(=O)C2C1 (configuration not stated)
  -10%, 4%[46.1 µM], 7, -1%, -2%, -7%, -2%, 1%, 0.3%, -2%, 12%
(35) Cc1ccc(S(=O)(=O)N2CCOCC2)cc1C(=O)N1CCOCC1
  -5%, 6%, 7, 1%, 0%, 22%, 4%, 5%, 0.2%, 2%, 16%
(36) O=C(NCCc1ccc(Cl)cc1)c1ccc(CS(=O)Cc2ccccc2Cl)o1 (configuration not stated)
  -6%, 0%, -8, ?, 6%, -4%, 8%, -1%, 0.1%, -5%, -8%
(37) CCOC(=O)c1c(CN2CCCCC2)oc2ccc(O)cc12
  -3%, -4%, -7, -6%, 3%, 18%, 10%, -2%, 0.2%, -1%, 11%
(38) N/C(=N\OC(=O)C(c1ccccc1)c1ccccc1)c1cccnc1
  1%, 10%, -24, 24%, 3%, -7%, ·, -5%, 0.0%, -4%, -15%
(39) CN1CCN(S(=O)(=O)c2ccc(NC(=O)C3CCCO3)cc2)CC1 (configuration not stated)
  -7%, ·, 0, 3%, 3%, -37%, 3%, 3%, 0.0%, -2%, ?
(40) CCn1ncc(Br)c1C(=O)Nc1cc([N+](=O)[O-])ccc1C
  -4%, -3%[46.1 µM], 9, -3%, -1%, 4%, -5%, -2%, -0.3%, 4%, ?
(41) CCc1ccc(C(C(=O)NC2CCCC2)N(Cc2cccnc2)C(=O)c2csnn2)cc1 (configuration not stated)
  -5%, -1%, -5, -2%, 4%, -13%, -3%, 1%, -0.4%, -6%, ?
(42) O=C(COc1cccc2cccnc12)Nc1cccc(S(=O)(=O)N2CCCC2)c1
  -1%, -2%, -8, ?, -2%, -13%, 8%, -7%, 0.2%, 0%, ?
(43) COC(=O)c1cccc(COC(=O)c2ccc(N(C)C)cc2)c1
  -3%, 6%[46.1 µM], -10, ?, 4%, -5%, -2%, -1%, -0.2%, 2%, ?

Screening data deposited in PubChem BioAssay by National Center for Advancing Translational Sciences (NCATS).
